CHT PAM – human CHT allosteric activation; AID 488977; B-score at 10 µM; CHT-expressing cells, membrane potential dye, choline EC20; hits give high values; LV-AA mutant CHT in HEK293 cells; 310,000 compounds, 0.49% hits;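 active = initial fluorescence not abnormally high and integrated response B-score, plate-corrected, over 3 SD above library mean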
Target sequence (Q9GZV3 whole entry, looked up): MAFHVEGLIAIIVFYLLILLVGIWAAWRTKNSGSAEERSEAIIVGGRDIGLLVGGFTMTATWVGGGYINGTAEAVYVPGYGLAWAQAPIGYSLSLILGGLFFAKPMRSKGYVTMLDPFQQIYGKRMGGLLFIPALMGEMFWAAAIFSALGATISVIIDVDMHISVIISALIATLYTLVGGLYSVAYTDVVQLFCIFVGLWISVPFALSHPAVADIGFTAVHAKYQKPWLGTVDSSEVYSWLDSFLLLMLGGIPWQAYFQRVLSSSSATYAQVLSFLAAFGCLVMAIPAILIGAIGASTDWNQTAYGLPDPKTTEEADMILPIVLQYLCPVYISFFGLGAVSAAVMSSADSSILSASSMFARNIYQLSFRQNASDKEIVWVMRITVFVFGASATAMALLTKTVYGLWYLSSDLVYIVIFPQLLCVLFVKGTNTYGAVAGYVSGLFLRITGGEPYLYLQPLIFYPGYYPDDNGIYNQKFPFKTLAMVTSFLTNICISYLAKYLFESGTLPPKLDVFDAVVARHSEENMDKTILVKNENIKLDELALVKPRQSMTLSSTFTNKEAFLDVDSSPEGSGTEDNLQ
OX1R antagonist – antagonists of human orexin 1 receptor | O43613 | CHO/OX1R cells, Fluo-8 calcium fluorescence, orexin A | inhibition, % at 5 µM | 330,000 compounds, 0.43% hits | AID 434989;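 active = inhibition above its plate's threshold, mean inhibition of all tested compounds on the plate plus 3 SD, cut at about 37% in these data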;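 note: 0% = orexin A challenge wells and 100% = SB-334867-A antagonist wells; not every result past the cut was called active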
Target sequence (O43613 whole entry, looked up): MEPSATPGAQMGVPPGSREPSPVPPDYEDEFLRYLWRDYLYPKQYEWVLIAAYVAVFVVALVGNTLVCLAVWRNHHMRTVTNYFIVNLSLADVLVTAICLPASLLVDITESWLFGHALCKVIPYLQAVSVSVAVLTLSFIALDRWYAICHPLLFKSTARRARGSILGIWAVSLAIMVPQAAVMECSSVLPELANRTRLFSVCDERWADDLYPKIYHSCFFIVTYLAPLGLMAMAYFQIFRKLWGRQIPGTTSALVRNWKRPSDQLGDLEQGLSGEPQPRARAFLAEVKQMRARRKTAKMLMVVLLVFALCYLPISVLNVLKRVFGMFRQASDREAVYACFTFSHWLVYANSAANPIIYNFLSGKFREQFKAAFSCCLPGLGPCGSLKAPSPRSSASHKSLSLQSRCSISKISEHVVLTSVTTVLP
* marks the source's active call; other numbers are inactive results; i = inactive; · = not tested or not shown. Not a hit list. Share with any hit: about 0.83%.

| SMILES | OX1R antagonist | CHT PAM |
| --- | --- | --- |
| COC(=O)c1cc(O)c(OCc2ccccc2)c(O)c1 | -4 | i |
| COC(=O)Cn1nc(-c2ccc(C)c(S(=O)(=O)N(C)C)c2)c2ccccc2c1=O | -25 | i |
| CCN(CCNC(=O)C1CCN(Cc2nc(-c3cccc(Cl)c3)oc2C)CC1)c1ccccc1 | -10 | i |
| Cc1ccc(C(=O)O)cc1S(=O)(=O)N1CCC(C(=O)O)CC1 | -7 | i |
| CCCCCCCCC(=O)O | 8 | i |
| COc1ccc(NC(=O)C(CCCCNC(=O)OC(C)(C)C)NC(=O)OCc2ccccc2)cc1 (stereo not drawn) | -18 | i |
| COc1ccc2[nH]c(=O)c(CN(Cc3cccs3)C(=S)Nc3cccc(C)c3)cc2c1 | -20 | i |
| O=C(CSc1nc2ccccc2n1CCc1ccccc1)NC1CCS(=O)(=O)C1 (stereo not drawn) | -26 | i |
| CN(C1CCCCC1)S(=O)(=O)c1ccc(NC(=O)C2CCCCC2)cc1 | -6 | i |
| CC(C)NC(=O)C(c1ccc(F)cc1)N(C(=O)CCC(=O)Nc1ccccn1)c1cccc(F)c1 (stereo not drawn) | -15 | i |
| Cc1csc(NC(=O)c2cc(C)on2)n1 | 3 | · |
| COc1ccc(NC(=O)CN(C)CC(=O)NCc2ccc(C)cc2)cc1 | -40 | · |
| O=C(Nc1ccccc1N1CCOCC1)c1ccccc1NS(=O)(=O)c1ccc(F)c(F)c1 | 6 | i |
| COc1ccccc1N1CCN(C2CCCN(Cc3ccc(Cl)cc3)C2)CC1 (stereo not drawn) | -32 | i |
| CCN1C(=O)[C@H]2[C@@H](c3ccc(C)cc3)N3C(=O)N(c4ccccc4)C(=O)[C@@]3(C)[C@H]2C1=O | -24 | i |
| CCN(CC)c1nc(N)n(CCSC(=S)N(C)C)c(=O)n1 | -22 | i |
| Cc1ccc(CNC(=O)COC(=O)c2ccc(Cl)c(N)c2)cc1 | -15 | i |
| CCc1nnc(NC(=O)CN2CCN(Cc3cccc(F)c3)CC2)s1 | -20 | i |
| CCOc1ccc(N2C(=O)CC(N(CCc3ccc(OC)cc3)C(=O)/C=C/C(=O)O)C2=O)cc1 (stereo not drawn) | -12 | i |
| CN(C(=O)Cn1nc(Cl)ccc1=O)C1CCCN(Cc2ccccc2F)C1 (stereo not drawn) | -4 | i |

Entries listed so far with a halogen (seven):
| SMILES | OX1R antagonist | CHT PAM |
| --- | --- | --- |
| CCN(CCNC(=O)C1CCN(Cc2nc(-c3cccc(Cl)c3)oc2C)CC1)c1ccccc1 | -10 | i |
| CC(C)NC(=O)C(c1ccc(F)cc1)N(C(=O)CCC(=O)Nc1ccccn1)c1cccc(F)c1 (stereo not drawn) | -15 | i |
| O=C(Nc1ccccc1N1CCOCC1)c1ccccc1NS(=O)(=O)c1ccc(F)c(F)c1 | 6 | i |
| COc1ccccc1N1CCN(C2CCCN(Cc3ccc(Cl)cc3)C2)CC1 (stereo not drawn) | -32 | i |
| Cc1ccc(CNC(=O)COC(=O)c2ccc(Cl)c(N)c2)cc1 | -15 | i |
| CCc1nnc(NC(=O)CN2CCN(Cc3cccc(F)c3)CC2)s1 | -20 | i |
| CN(C(=O)Cn1nc(Cl)ccc1=O)C1CCCN(Cc2ccccc2F)C1 (stereo not drawn) | -4 | i |

(continued)
| SMILES | OX1R antagonist | CHT PAM |
| --- | --- | --- |
| O=S(=O)(c1ccc(N2CCOCC2)cc1)N1CCOCC1 | -17 | i |
| CSc1nnnn1-c1ccc(C(=O)O)cc1 | -21 | i |
| Nc1cc(N)nc(SCC(=O)NNC(=O)c2ccc(Cl)cc2)n1 | 5 | i |
| Nc1cc(N2CCCCC2)c([N+](=O)[O-])cc1Cl | -11 | i |
| Cc1cccc(C)c1NC(=O)CSC(=O)c1sc2ccccc2c1Cl | -6 | i |
| CSc1ccccc1NC(=O)c1cc(Cl)sc1Cl | -17 | i |
| CC1(C)Cc2ccccc2C(=NCCCC(=O)O)N1 | -7 | i |
| CCOC(=O)c1ccc2c(c1)nc(SCC(=O)c1ccco1)n2CC | -47 | i |
| O=C(Nc1ccccc1N(C(=O)c1ccco1)S(=O)(=O)c1cccs1)c1ccco1 | -21 | i |
| COc1ccc(N2CCN(C(=O)C(=O)c3c[nH]c4ccccc34)CC2)cc1 | -14 | i |
| Cc1ccc(CCNC(=O)CN2C(=O)COc3ccc(S(=O)(=O)N4CCCCC4)cc32)cc1 | -24 | i |
| CC1Cc2ccccc2N1C(=O)CSc1nc2ccccc2s1 (stereo not drawn) | -28 | i |
| CCCCNC(=O)OCCNC(=O)NC | -9 | i |
| CCCC(=O)OCC(=O)Nc1ccc(OC(F)F)cc1 | -2 | i |
| O=c1ccccn1CCOc1ccc(Cl)cc1 | 18 | i |
| CC1CN(c2nc3c(c(=O)[nH]c(=O)n3C)n2Cc2ccccc2F)CC(C)O1 (stereo not drawn) | -15 | i |
| Cc1ccc(C(C)C)c(OCC(=O)Nc2ccc3c(c2)nc(CN2CCCC2)n3C)c1 | -35 | i |
| O=C(CCC(=O)N1CCOCC1)NCCc1ccccc1 | -14 | · |
| CCOc1ccc(NC(=O)CN(C)C(=O)c2cccnc2Sc2ccccc2Cl)cc1OCC | -29 | i |
| CCCc1nc(C)c(-c2ccc(OC)c(OC)c2)c(=O)[nH]1 | 2 | i |
| Cc1ccc(Cl)cc1NC(=S)Nn1cnnc1 | -3 | i |
| O=C(NNC(=S)Nc1cccc(Cl)c1)c1ccccc1OC(F)F | 2 | i |
| COc1ccc(CCNC(=O)c2cc(C(C)C)on2)cc1OC | -7 | i |
| Cc1ccc2[nH]c3c(=O)n(Cc4ccncc4)cnc3c2c1 | -25 | i |
| CCCCc1ccc(NC(=O)OC)cc1 | -7 | i |
| Cc1ccc(CN2C(=O)c3ccccc3NC23CCN(Cc2ccccc2)CC3)cc1 | -23 | i |
| O=C(COC(=O)Cc1ccsc1)NCC1CCCCC1 | -17 | i |
| CCN(CC(=O)Nc1ccc2c(c1)OCCO2)C(=O)/C=C/c1ccc(F)cc1 | -17 | i |
| Cc1ccc(CNC(=O)CS(=O)(=O)c2cn(CC(=O)N3CCOCC3)c3ccccc23)cc1 | -16 | i |
| COc1cccc(CNC(=O)Cn2c(=O)oc3ccccc32)c1OC | -23 | i |
| CCOP(=O)(OCC)C(NC(=O)Nc1ccc(Cl)cc1)C(=O)N(CC)CC (stereo not drawn) | -2 | i |
| Cc1c(C)n(CC(O)CN2CCCCCC2)c2ccccc12 (stereo not drawn) | -33 | i |
| COc1ccc(-c2csc(Cc3nc(O)cs3)n2)cc1 | -3 | i |
| O=C(O)c1sc2ncccc2c1OCc1ccccc1 | 4 | i |
| CCn1c(C)c(C(C)=O)c(N2CCN(c3ccccn3)CC2)nc1=S | -15 | i |
| Cc1c(NS(=O)(=O)c2ccc(S(=O)(=O)c3ccccc3)s2)c(=O)n(-c2ccccc2)n1C | -28 | i |
| O=C(NC1CCCN(Cc2ccc(Cl)cc2)C1)C1CCC1 (stereo not drawn) | -23 | i |
| Nn1c(SCC(=O)NCCc2ccc(F)cc2)nnc1C1CCCCC1 | -8 | · |
| COC(=O)c1cc(NCc2ccc3c(c2)OCO3)ccc1N1CCOCC1 | -16 | i |
| COc1ccc(CCNC(=O)C(=O)NCC2CCCO2)cc1OC (stereo not drawn) | -27 | i |

Single values from the results shown.
Result for Nn1c(SCC(=O)NCCc2ccc(F)cc2)nnc1C1CCCCC1 under OX1R antagonist: -8
Result for COc1ccc(CCNC(=O)C(=O)NCC2CCCO2)cc1OC (stereo not drawn) under OX1R antagonist: -27

Going on with the list:
| SMILES | OX1R antagonist | CHT PAM |
| --- | --- | --- |
| OCC[C@H]1C[C@H](O)[C@@H](O)[C@]2(OCCc3ccccc32)O1 | 1 | i |
| CN1/C(=C/C(=S)NC(=O)C2CCC2)C(C)(C)c2ccccc21 | -16 | i |
| CCN(CC)c1ccc(/C=N/O)cc1 | -20 | i |
| COC(=O)Nc1ccc(S(=O)(=O)NC2CCS(=O)(=O)C2)cc1 (stereo not drawn) | -13 | i |
| CCN1/C(=C/C=C/C=C/C=C/c2sc3ccccc3[n+]2CC)Sc2ccccc21 | 0 | 9.6* |
| O=C(OCC(=O)c1c[nH]c2ccccc12)c1cncc(Br)c1 | 10 | · |
| CCN(c1cccc(C)c1)C1C(=O)c2ccccc2N1C(C)=O (stereo not drawn) | -14 | i |
| COC(CN(C)C(C(=O)NC1CCCCC1)c1ccccc1)OC (stereo not drawn) | -12 | i |
| Cc1ccc(/C=N/N=C2/NC(=O)CS2)o1 | -3 | i |
| O=C(NN1C(=O)C2C3C=CC([C@@H]2C1=O)C31CC1)c1ccccc1 (stereo partly drawn) | -8 | i |
| Cc1cc(N/N=C2\CC(C)CC(C)(C)C2)nc2ccccc12 (stereo not drawn) | -25 | i |
| Cc1ccc2[nH]c(=O)c(CN(Cc3nnnn3Cc3ccccc3)C3CCCC3)cc2c1 | -30 | i |
| Nc1ccc(C(=O)C(=O)c2ccccc2)cc1 | 0 | i |
| COCCCNC(=O)C[C@H]1C[C@H](C(=O)N2CCCCC2)[C@@]2(CCc3ccccc3)c3[nH]c4cc(CCC(=O)N(C)C)ccc4c3CCN2C1=O | -15 | · |
| CCCCCCOc1ccc(C(CC(N)=O)C(=O)O)cc1 (stereo not drawn) | -5 | i |
| CCOc1ccc(-c2nnn(CC(=O)Nc3cc(OC)ccc3OC)n2)cc1OCC | -14 | i |
| Nn1c(COc2cccc(Cl)c2)nc2ccccc2c1=O | -38 | i |
| O=S(=O)(NCc1ccccc1)c1ccc(S(=O)(=O)NCC2CCCO2)cc1 (stereo not drawn) | -11 | i |
| c1ccc(Cn2nnnc2C(c2cccnc2)N2CCN(c3ccccc3)CC2)cc1 (stereo not drawn) | -13 | i |
| Cc1cc(C=O)c(C)n1-c1sc2c(c1C(=O)O)CCCC2 | -6 | i |
| CC1(C)CC(=O)c2cc(OCC(=O)N3CCOCC3)ccc2O1 | -3 | i |
| C#CCNc1nc(C)nc2c1nnn2Cc1ccccc1F | -23 | i |
| O=C(CCCc1ccccc1)N1CCN(C2CCCCC2)CC1 | -6 | i |
| CCOC(=O)Cn1c(CN(Cc2ccccc2)Cc2ccccc2)nc2c1c(=O)n(C)c(=O)n2C | -42 | i |
| CCC1CCCCN1CC(=O)Nc1cc(C)nn1-c1nc(C)cc(C)n1 (stereo not drawn) | -26 | i |
| COC/C=C/C1=CC2=CC(=O)C(C)(OC(=O)c3cnc4ccccc4n3)C(=O)C2=CN1C1CCCC1 (stereo not drawn) | -27 | i |
| CN1c2ccccc2C2(C)CCCC3=Cc4cccc([N+](=O)[O-])c4OC312 (stereo not drawn) | -11 | i |
| COc1ccc2ccc(O)c(CN3CCN(S(=O)(=O)c4cccc(C(F)(F)F)c4)CC3)c2c1 | -13 | · |
| CCOC(=O)C(NS(=O)(=O)c1ccc(Br)cc1)C(C)C (stereo not drawn) | -10 | i |
| CCOC(=O)C1=C(CC)OC(N)=C(C#N)C1c1ccc(OC)c(OC)c1OC (stereo not drawn) | -2 | i |
| O=C(NNC(=O)c1ccccc1O)c1ccc(Br)cc1 | -19 | i |
| O=C(Nc1ccccc1F)Nc1ccccc1OC(F)F | -4 | i |
| C/C(Cl)=C\C[N+](C)(C)CC(=O)OCCc1ccccc1 | -5 | i |
| CC(=O)c1ccc(S(=O)(=O)N2CCC3(CC2)CC(=O)c2ccccc2O3)cc1 | -21 | i |
| COc1ccc(SCC(=O)Nc2ccc(N3CCN(C)CC3)c(F)c2)cc1 | -9 | i |
| CC(=O)Nc1cccc(NC(=O)c2c(-c3c(Cl)cccc3Cl)noc2C)c1 | -13 | i |
| C=CCn1c(-c2ccc(OC)c(OC)c2)n[nH]c1=S | -7 | i |
| O=C(C1CCCN(S(=O)(=O)c2cccc3cccnc23)C1)N1CCc2ccccc21 (stereo not drawn) | 10 | i |
| O=c1oc(-c2ccco2)nc2ccccc12 | -7 | i |
| COc1ccc(CCC(=O)Nc2cc(Cl)ccc2N2CCN(C)CC2)cc1 | -19 | i |
| Cc1cc(C(=O)NC2CCCc3c2cnn3-c2cccc(C)c2C)no1 (stereo not drawn) | -5 | i |
| C=C(C)CN(CC)C(=O)CCc1nnc(CCc2c[nH]c3ccccc23)o1 | -4 | i |
| Cc1cc(Cl)c(OCCCNCc2ccccc2)c(Br)c1 | -9 | i |
| O=C(CSCc1ccc(F)cc1)N1CCN(c2ccc(F)cc2)CC1 | -2 | i |
| COc1cccc(NC(=O)CN(C)C(=O)c2cccnc2Nc2cccc(C(F)(F)F)c2)c1 | 25 | · |
| COc1ccccc1CNC(=S)Nc1ccc2nc(N3CCN(C)CC3)cc(C)c2c1 | -32 | i |
| CCc1ccc(O)c(N=Cc2ccccc2O)c1 | -16 | i |
| COc1ccc(NC(=O)CSc2ccc3nnc(-c4cccnc4)n3n2)c(OC)c1 | -13 | i |
| CN1CCN(NS(=O)(=O)c2ccc(Cl)cc2)CC1 | -10 | i |
| CC1CCCN(CCC(=O)Nc2ccc(Br)cc2)C1 (stereo not drawn) | -2 | i |
| Nc1nc(NCCOCCO)nc(NC2CCCCC2)c1[N+](=O)[O-] | -8 | i |
| COC(=O)NNC(=O)COc1cc(C)ccc1C | 2 | i |
| O=C(CCCc1nc(-c2ccccc2)no1)N1CCOCC1 | -19 | i |
| CCOC(=O)C1(CC2CCCCO2)CCN(C(=O)Nc2ccc(C(=O)OC)cc2)CC1 (stereo not drawn) | -25 | i |
| O=C(NCCCN1CCCCC1)C1CCN(c2ncnc3c2nc2n3CCCCC2)CC1 | -15 | i |
| COC(=O)NNS(=O)(=O)c1ccc(C)cc1 | 1 | i |
| CCCn1c(N)c(N(C)C)c(=O)n(CC(=O)Nc2ccc(OC(F)(F)F)cc2)c1=O | -32 | i |
| COc1ccccc1C1C([N+](=O)[O-])=CC([N+](=O)[O-])=CN1C (stereo not drawn) | 1 | i |
| O=C(c1cnc2ccccc2n1)N1CCN(c2ccc(C(F)(F)F)cn2)CC1 | -16 | i |
| COc1ccc(CSc2nnnn2-c2ccc(C(N)=O)cc2)cc1[N+](=O)[O-] | 14 | i |

Assay outcomes as filed in PubChem.
